# Bioassay records (PubChem BioAssay)
# GluA2 TARP mod = modulators of AMPA receptor GluA2-stargazin complexes. O88602+P19491. HEK293 GluA2+stargazin, membrane potential dye (FDSS), glutamate EC50; hits were called plate by plate, in both directions. calls only at 30 µM. 40,000 compounds, 3.5% hits. AID 1259245;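 active = any of four per-well response measures lying three or more SD from its plate-wide compound average, in either direction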
# Target sequence (O88602 whole entry, looked up): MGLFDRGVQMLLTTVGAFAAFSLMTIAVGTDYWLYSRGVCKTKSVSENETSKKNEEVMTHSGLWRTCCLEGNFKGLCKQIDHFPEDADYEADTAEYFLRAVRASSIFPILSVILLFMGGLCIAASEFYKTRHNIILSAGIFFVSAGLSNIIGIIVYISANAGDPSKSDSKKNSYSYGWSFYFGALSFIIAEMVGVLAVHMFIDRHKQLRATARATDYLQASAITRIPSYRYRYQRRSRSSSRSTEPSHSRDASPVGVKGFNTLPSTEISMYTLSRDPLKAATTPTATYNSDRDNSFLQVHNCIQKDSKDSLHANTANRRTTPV
# Target sequence (P19491 whole entry, looked up): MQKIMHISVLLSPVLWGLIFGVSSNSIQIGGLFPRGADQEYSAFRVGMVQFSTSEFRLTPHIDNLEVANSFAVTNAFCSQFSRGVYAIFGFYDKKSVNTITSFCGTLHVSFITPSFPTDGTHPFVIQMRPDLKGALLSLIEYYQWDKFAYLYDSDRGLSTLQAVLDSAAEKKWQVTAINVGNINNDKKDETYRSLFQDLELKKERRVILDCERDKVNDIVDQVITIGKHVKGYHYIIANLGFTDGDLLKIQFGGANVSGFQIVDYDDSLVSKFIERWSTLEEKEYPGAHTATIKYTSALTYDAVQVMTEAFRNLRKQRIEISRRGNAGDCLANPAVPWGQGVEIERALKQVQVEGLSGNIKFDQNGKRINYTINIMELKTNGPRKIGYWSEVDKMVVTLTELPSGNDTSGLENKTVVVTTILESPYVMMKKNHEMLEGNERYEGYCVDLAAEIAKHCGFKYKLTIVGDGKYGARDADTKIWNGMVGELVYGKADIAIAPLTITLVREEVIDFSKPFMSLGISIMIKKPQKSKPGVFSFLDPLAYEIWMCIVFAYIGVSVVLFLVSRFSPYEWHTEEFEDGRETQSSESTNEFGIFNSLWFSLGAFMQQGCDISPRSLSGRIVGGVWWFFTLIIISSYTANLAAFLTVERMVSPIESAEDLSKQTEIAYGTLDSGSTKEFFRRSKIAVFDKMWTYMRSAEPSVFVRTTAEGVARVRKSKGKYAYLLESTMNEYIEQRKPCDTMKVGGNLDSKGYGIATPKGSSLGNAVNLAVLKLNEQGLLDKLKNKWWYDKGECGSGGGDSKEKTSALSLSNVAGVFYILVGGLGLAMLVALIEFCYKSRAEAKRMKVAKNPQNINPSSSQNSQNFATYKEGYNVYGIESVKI
# GluA2 TARP mod agonism max-min = recorded beside GluA2 TARP mod, whose call it bears; compound max-min signal; compound-alone response (agonism);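 unitless range of fluorescence divided by baseline over first 100 seconds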
# GluA2 TARP mod glutamate slope = further read-out of GluA2 TARP mod, marked with its call; glutamate slope, % of max; measured here: glutamate response slope, % max;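 scaled per plate between vehicle wells and maximal 1 mM glutamate control wells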
# * = called active by the depositor; i = inactive; + = active, no number; & = joins results of further samples. A portion of the library (hit frequency here may not be typical).
SMILES	GluA2 TARP mod	GluA2 TARP mod glutamate slope	GluA2 TARP mod agonism max-min
Cn1cc(C(=O)N2CCCC(c3nn(C)c(=O)n3-c3ccccc3)C2)nn1 (configuration not stated)	i	58	0.13
O=C(CCCc1ccccc1)N1CCN(c2ccc3nnc(-c4ccco4)n3n2)CC1	i	68	0.2
Cc1ccc(NS(=O)(=O)N2CCOCC2)cc1Cl	i	79	0.15
Nc1nc(SCC(=O)Nc2ccc3c(c2)OCCO3)ncc1S(=O)(=O)c1cccs1	i	72	0.15
CCCCC(=O)N1CCN(c2ncnc3c2nnn3-c2ccc(F)cc2)CC1	i	63	0.11
O=C(NCc1ccc2c(c1)OCO2)c1ccc2c(=O)n(-c3ccccc3)c(=O)[nH]c2c1	i	50	0.081
O=C(NCC1CCN(C(=O)COc2ccccc2)CC1)c1ccccc1C(F)(F)F	i	65	0.086
COC(=O)C(C)n1c(C)c(C)n2c3c(=O)n(C)c(=O)n(C)c3nc12 (configuration not stated)	+	61*	0.28*
CCS(=O)(=O)N1CCCc2cc(NS(=O)(=O)c3cc(C)ccc3OC)ccc21	i	52	0.11
CCNC(=O)C1Cc2ccccc2N1C(=O)COc1ccccc1F (configuration not stated)	i	53	0.041
COCCn1c(=O)c2c(nc(-n3nc(C)c(C)c3C)n2CC(C)C)n(C)c1=O	i	49	0.052
COc1ccc(F)cc1S(=O)(=O)NCc1nn(C)c(=O)c2ccccc12	i	44	0.099
O=c1c2cc(-c3ccc(F)cc3)nn2ccn1Cc1nc(-c2cccc(Cl)c2)no1	i	65	0.11
CCc1cccc(C)c1NC(=O)Cn1c(-c2ccc(F)cc2)ncc(C#N)c1=O	i	39	0.099
CC(=O)Nc1ccc(NC(=O)c2ccc(COc3ccccc3)o2)cc1	i	58	0.088
CCNC(=O)c1nsc(C(=O)NCc2ccccc2OC)c1N	i	36	0.13
COc1ccc(Cl)c2sc(N(CCCn3ccnc3)C(=O)c3cccc(F)c3)nc12	i	51	0.099
CN1C(=O)NC2(CCN(C(=O)Nc3ccc4c(c3)OCCO4)CC2)C1=O	i	35	0.052
COc1ccc(S(=O)(=O)N2CCCCC2CC(=O)NCCCc2ccccc2)cc1 (configuration not stated)	i	79	0.025
COc1ccc(CCNC(=O)Cc2cc(-c3ccco3)on2)cc1OC	i	44	0.057
COc1ccc(N2C(=O)CCS2(=O)=O)cc1S(=O)(=O)Nc1ccc(F)c(Cl)c1	i	60	0.1
Cc1nc2c(C)cccn2c(=O)c1NC(=O)Nc1ccc2c(c1)OCO2	i	55	0.1
CC(=O)NS(=O)(=O)c1ccc(NC(=O)c2cc(-c3ccc(Cl)s3)nc3ccccc23)cc1	i	20	0.063
Cc1cc(C)cc(OC(C)C(=O)N2CCN(c3ccc4nncn4n3)CC2)c1 (configuration not stated)	i	29	0.035
CCc1ccc(-c2ccc(=O)n(CC(=O)NC3CCCC3)n2)cc1	i	59	0.03
C#CC1(OCC(O)CN2CCN(Cc3ccccc3)CC2)CCCCC1 (configuration not stated)	i	42	0.062
COc1cccc(CNC(=O)c2csc(NS(=O)(=O)c3ccccc3)n2)c1	i	37	0.062
O=C(NCC1CCCO1)c1nc(-c2cnccn2)no1 (configuration not stated)	i	80	0.14
O=C(Nc1ccc(Cl)c(Cl)c1)N1CCN(Cc2ccsc2)CC1	i	54	0.088
Cc1c(Cl)cccc1NC(=O)c1ccc(=O)n(Cc2ccccc2)c1	i	60	0.03

# Entries of single compounds, looked up by structure:
# CCNC(=O)C1Cc2ccccc2N1C(=O)COc1ccccc1F (configuration not stated) in the list: GluA2 TARP mod = i; GluA2 TARP mod glutamate slope = 53; GluA2 TARP mod agonism max-min = 0.041
# COc1ccc(CCNC(=O)Cc2cc(-c3ccco3)on2)cc1OC in the list: GluA2 TARP mod = i; GluA2 TARP mod glutamate slope = 44; GluA2 TARP mod agonism max-min = 0.057

# Carrying on:
SMILES	GluA2 TARP mod	GluA2 TARP mod glutamate slope	GluA2 TARP mod agonism max-min
COc1ccc(Cl)cc1S(=O)(=O)NCCC(O)C(C)(C)C (configuration not stated)	i	48	0.18
COc1ccc(S(=O)(=O)N2CCCc3cc(NS(C)(=O)=O)ccc32)cc1	i	49	0.078
COc1cc(C(=O)NCCOc2ccc3nnc(-c4ccccc4)n3n2)cc(OC)c1OC	i	31	0.067
CCOC(=O)c1ccc(NC(=O)Cn2cc(OC)c(=O)cc2CSc2nnc(C)s2)cc1	i	65	0.034
COC(=O)c1ccc2c(=O)n(CC(=O)N3CCN(c4cc(Cl)ccc4C)CC3)c(=S)[nH]c2c1	i	75	0.038
COc1ccc(-c2c(C(F)(F)F)oc3cc(OC(=O)N4CCOCC4)ccc3c2=O)cc1	i	61	0.11
O=C(NCCc1ccccc1)C(=O)Nc1ccc(Cl)c(N2CCCS2(=O)=O)c1	i	84	0.073
CC(=O)Nc1cccc(NC(=O)Cc2csc(Nc3ccc(F)cc3)n2)c1	i	56	0.18
CCc1ccc(NC(=O)C(=O)NCC2COC3(CCCC3)O2)cc1 (configuration not stated)	i	37	0.031
CCOC(=O)c1c(SCC)nc(=O)[nH]c1C	i	55	0.051
O=C1OC2CC1N(C(=O)c1ccc3nsnc3c1)C2 (configuration not stated)	i	51	0.14
O=C(Cn1nc2c(c1NC(=O)c1cc(=O)c3ccccc3o1)CSC2)NCC1CCCO1 (configuration not stated)	i	62	0.087
COc1ccc2sc(N(Cc3ccncc3)C(=O)CCc3ccccc3)nc2c1	i	54	0.11
CC(C)N1CCC(CNC(=O)C(=O)NCCC2=CCCCC2)CC1	i	63	0.094
COc1cccc(CNC(=O)C(=O)Nc2ccc(N3CCCC3=O)c(C)c2)c1	i	55	0.05
Cn1c(=O)c2c(ncn2CC(N)=O)n(C)c1=O	i	69	0.11
COC(=O)c1ccc(COC(=O)c2ccc(C)c([N+](=O)[O-])c2)cc1	i	36	0.09
Cc1cc(C)c2nc(C)cc(C(=O)O)c2c1	i	37&81	0.099&0.035
O=S(=O)(NCC(O)(c1ccco1)C1CC1)c1ccccc1Cl (configuration not stated)	i	64	0.11
COc1ccc2nc(-c3ccc(NS(=O)(=O)c4ccccc4C(F)(F)F)cc3)cn2n1	i	59	0.11
CC(=O)N1CC(C(=O)NC2CC2)C1	i	48	0.09
Cc1cc(NC(=O)c2ccc(S(=O)(=O)N(C)Cc3ccccc3)cc2)n(C(C)C)n1	i	58	0.12
O=C(Nc1ccc(Cl)cc1)c1ccc(=O)n(Cc2cccc(Cl)c2)c1	i	39	0.11
COc1ccc(S(=O)(=O)CCC(=O)Nc2nc(C)c(C(C)=O)s2)cc1	i	71	0.083
COc1cc(-c2nnc(NC(=O)c3ccc4ncsc4c3)o2)cc(OC)c1OC	i	40	0.11
O=C(CCCS(=O)(=O)c1ccccc1)Nc1cccc(-c2nc3ccccc3s2)c1	i	78	0.082
COc1ccc(CCNC(=O)CCc2csc3nc(-c4ccc(Cl)cc4)cn23)cc1	i	62	0.19
COc1ccc(CCNC(=O)c2nnn(-c3ccccc3)c2CSc2ncccn2)cc1OC	i	63	0.069
CC(O)(CN)CCc1ccccc1 (configuration not stated)	i	60	0.054
O=C(CCc1ccccc1)NCC(c1cccc2ccccc12)N1CCOCC1 (configuration not stated)	i	98	0.056
CCCC(O)c1nc2ccccc2n1Cc1ccccc1OC (configuration not stated)	i	64	0.076
Cc1ncc([N+](=O)[O-])n1CCOC(=O)c1cc2cc(Cl)cc(Cl)c2oc1=O	i	41&90	0.13&0.11
CCn1c(=O)c2c(nc3n(-c4ccccc4OC)c(-c4ccccc4)cn23)n(C)c1=O	i	28	0.046
COc1ccc(CC(=O)N2CCC(c3ccsc3)CC2)cc1OC	i	68	0.079
COc1ccc(C(=O)CSc2ccc(NC(=O)C(C)C)nn2)cc1	i	55	0.14
O=C(NCC(O)(c1ccccc1)C(F)(F)F)C(=O)NC1CCCC1 (configuration not stated)	i	37	0.14
CCOC(=O)CN1N=C(c2ccc(F)cc2)Cn2c1nc1c2c(=O)n(C)c(=O)n1C	i	35	0.086
O=C(CSc1ccc(Cl)cc1)Nc1nnc(-c2ccccn2)o1	i	97	0.094
COc1nn(C)cc1C(=O)Nc1ccc2c(c1)N(S(C)(=O)=O)CCC2	i	53	0.085
Cc1ccc(S(=O)(=O)Nc2ccc3c(c2)N(C(=O)c2ccccc2)CCC3)cc1C	i	60	0.092
O=C(NCc1c(F)cccc1F)c1csc(NS(=O)(=O)c2ccccc2)n1	i	34	0.069
O=C(c1cccs1)N1CCC2(CC1)NC(=O)N(Cc1ccc(F)cc1)C2=O	i	24	0.061
CC1(C)Oc2ccc3ccc(=O)oc3c2/C(=C/NCCC2=CNC3C=CC=CC23)C1=O (configuration not stated)	i	2	0.072
Cc1ccc(-n2nc3c(c2NC(=O)C(=O)NCc2cccs2)CSC3)c(C)c1	i	56	0.032
Cc1cc(C)c(NC(=O)CCc2csc(NS(=O)(=O)c3ccc(F)cc3)n2)c(C)c1	i	64	0.097
O=C(NCCC(c1ccccc1)c1ccccc1)C(=O)Nc1ccc2c(c1)OCO2	i	62	0.09
CCNC(=O)C1CCN(c2cc(SCC(=O)Nc3ccc(C(=O)OCC)cc3)ncn2)CC1	i	45	0.086
CCCS(=O)(=O)Nc1ccc2c(c1)N(C(=O)c1cccs1)CC2	i	54	0.06
O=c1nc(SCc2cccc([N+](=O)[O-])c2)c2c(n1CC1CCCO1)CCC2 (configuration not stated)	i	46	0.085
COc1cccc(C(=O)N2N=C(c3ccccc3)CC2c2ccc3nccnc3c2)c1 (configuration not stated)	i	60	0.075
COc1ccc(/C=C/C(=O)c2cc(Cl)ccc2O)c(OC)c1	i	47	0.11
COc1ccc(-c2ccc(C)c(NC(=O)c3cccs3)c2)nn1	i	37	0.051
CC1(C)CC2=NN(C(=O)c3ccco3)C(c3ccccc3)C2CO1 (configuration not stated)	i	42	0.074
CCc1ccccc1NC(=O)NCCn1nc(-c2ccccc2)ccc1=O	i	40	0.09
COc1ccc(C2C(C(=O)Nc3cc(C(F)(F)F)ccc3Cl)=C(C)NC3=C2C(=O)CCC3)c(OC)c1 (configuration not stated)	i	46	0.11
C=CCn1c(=O)c2c(nc3n(-c4ccccc4OCC)c(C)c(C)n23)n(C)c1=O	i	62	0.093
Cc1cc(C)c2sc(N(CCN3CCOCC3)C(=O)c3ccc([N+](=O)[O-])s3)nc2c1	i	75	0.15
COc1cccc(OCC(=O)NCCN2CCC(c3cccs3)CC2)c1	i	57	0.06
Cc1ccc(Oc2cccc(NC(=O)Nc3ccccc3F)c2)nn1	i	65	0.098
CC(=O)C(C)n1c(CN2CCN(c3ccccc3F)CC2)nc2c1c(=O)n(C)c(=O)n2C (configuration not stated)	i	51	0.054

# Next compounds
SMILES	GluA2 TARP mod	GluA2 TARP mod glutamate slope	GluA2 TARP mod agonism max-min
COC(CNC(=O)C(=O)Nc1c2c(nn1-c1ccc(C)cc1C)CSC2)OC	i	59	0.044
O=[N+]([O-])c1cc(/C=C/c2ccc3cccc(O)c3n2)ccc1O	+	6.3*	0.27*
COc1ccc(C(=O)N2CCN(C(=O)c3ccco3)CC2)cc1	i	39	0.094
O=C(NCC1CCN(C2CCCC2)CC1)NC12CC3CC(CC(C3)C1)C2	i	55	0.07
Cc1ccc(C(CNC(=O)C(=O)NC2CC2)N(C)C)cc1 (configuration not stated)	+	24*	0.027*
CC(C)c1nnc(C2CCN(C(=O)C34CC5CC(CC(C5)C3)C4)CC2)o1	i	58	0.09
CCOC(=O)c1ccc(NC(=O)c2snnc2CC)cc1	i	62	0.11
CCN1CCN(S(=O)(=O)c2ccc(F)cc2)CC1	i	52	0.11
CCOc1ccccc1C(=O)Nc1nn(C)c2c1C(c1cccs1)CC(=O)N2 (configuration not stated)	i	47	0.099
CC(=O)Nc1ccc(S(=O)(=O)N2CCN(S(=O)(=O)N3CCCCCC3)CC2)cc1	i	55	0.07
O=C(C1CCCO1)N1CCN(c2ncnc3c2nnn3-c2ccc(Cl)cc2)CC1 (configuration not stated)	i	63	0.12
O=C(NCc1cccs1)C1CN(C(=O)COc2ccccc2F)C1	i	49	0.087
O=C(COC(=O)CCCC1=NS(=O)(=O)c2ccccc2N1)Nc1ccc(Cl)cc1F	i	44	0.042
CSc1ccccc1NC(=O)CCc1csc(NC(=O)c2ccco2)n1	i	61	0.11

# 13 entries already listed, sorted by formula weight, smallest number first:
SMILES	GluA2 TARP mod	GluA2 TARP mod glutamate slope	GluA2 TARP mod agonism max-min
CCN1CCN(S(=O)(=O)c2ccc(F)cc2)CC1	i	52	0.11
CCOC(=O)c1ccc(NC(=O)c2snnc2CC)cc1	i	62	0.11
O=[N+]([O-])c1cc(/C=C/c2ccc3cccc(O)c3n2)ccc1O	+	6.3*	0.27*
COc1ccc(C(=O)N2CCN(C(=O)c3ccco3)CC2)cc1	i	39	0.094
Cc1ccc(Oc2cccc(NC(=O)Nc3ccccc3F)c2)nn1	i	65	0.098
O=C(NCc1cccs1)C1CN(C(=O)COc2ccccc2F)C1	i	49	0.087
CC(C)c1nnc(C2CCN(C(=O)C34CC5CC(CC(C5)C3)C4)CC2)o1	i	58	0.09
CSc1ccccc1NC(=O)CCc1csc(NC(=O)c2ccco2)n1	i	61	0.11
CCOc1ccccc1C(=O)Nc1nn(C)c2c1C(c1cccs1)CC(=O)N2 (configuration not stated)	i	47	0.099
O=C(C1CCCO1)N1CCN(c2ncnc3c2nnn3-c2ccc(Cl)cc2)CC1 (configuration not stated)	i	63	0.12
CC(=O)C(C)n1c(CN2CCN(c3ccccc3F)CC2)nc2c1c(=O)n(C)c(=O)n2C (configuration not stated)	i	51	0.054
CC(=O)Nc1ccc(S(=O)(=O)N2CCN(S(=O)(=O)N3CCCCCC3)CC2)cc1	i	55	0.07
O=C(COC(=O)CCCC1=NS(=O)(=O)c2ccccc2N1)Nc1ccc(Cl)cc1F	i	44	0.042
